# eIF4E-4G inh: eIF4E/eIF4G interaction inhibition in translation initiation; AID 782; P63073+Q04637; hit rate 0.37% among 220,000; TR-FRET eIF4E-eIF4GI(517-606) binding, 2 h; inhibition, % at 21.7 µM;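 active means inhibition above about 30%, limit read from the data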;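 further: 0% = full FRET control wells and 100% = background wells lacking eIF4GI fragment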
# S1P4 antag: antagonists of human S1P4 receptor | O95977 | S1P4-expressing cells, antagonist mode, reporter read-out | inhibition, % at 4.98 µM | hit rate 0.26% among 220,000 | AID 1510; in the data active means inhibition above about 29%;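 further: 0% = wells stimulated with agonist and 100% = vehicle wells without agonist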
# S1P4 ag: agonists of human S1P4 receptor; hit rate 0.35% among 220,000; S1P4-expressing cell line, agonist reporter assay; activation, % at 4.98 µM; AID 1509; in the data active means activation above about 11%;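 further: 0% = DMSO vehicle and 100% = reference agonist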
# Ba/F3 V617F tox: lowers viability of Ba/F3 cells expressing EpoR and JAK2V617F. ATP luminescence. inhibition, % at 5.6 µM. hit rate 1.1% among 220,000;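 active means inhibition above the campaign mean plus 3 SD over all tested compounds, cut at about 24% in these data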;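 further: cytokine-independent growth of Ba/F3 cells driven by EpoR plus mutant JAK2; 0% = DMSO-treated cells and 100% = JAK inhibitor I control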
# Mdm2 ligase inh: inhibitors of human Mdm2 E3 ubiquitin ligase; Q00987; cell-based MDM2 ubiquitination luciferase reporter, 2 h; 0 = plate control, 100 = twice control, blank-subtracted; signal enhancement, % at 5 µM; hit rate 0.11% among 210,000; AID 1230;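 active means signal enhancement of 30% or more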;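 further: luminescence tracks abundance of the self-degrading MDM2-luciferase fusion protein; higher signal means inhibition of MDM2 E3 ligase activity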
#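 System: stable MDM2–luciferase fusion reporter cells / Input: 2000 cells seeded into each well / Schedule: 4 h settle plus 2 h compound, 37 °C / Compound: single-point 5 µM / Buffer or medium: cells held in DMEM / Benchmarks: control and blank well means / Evaluation: percent signal gain over controls, blank-subtracted / Measured by: luciferase luminescence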
# BaF3 parental: reduces parental Ba/F3 cell viability, JAK2V617F counter-screen; hit rate 1.1% among 220,000; inhibition, % at 5.6 µM; AID 1486; CellTiter-Glo ATP luminescence;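 active means inhibition above a per-campaign cutoff, the mean inhibition of all tested compounds plus 3 SD, cut at about 27% in these data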;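 further: 0% = DMSO wells and 100% = JAK Inhibitor I control wells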
# NPY-Y2 PAM-ag: potentiators or agonists of human neuropeptide Y receptor Y2 | AID 1359 | P49146 | activation, % at 3.6 µM | cells expressing NPY-Y2, potentiator/agonist read-out | hit rate 0.45% among 220,000; in the data active means activation above about 27%;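 further: cells stimulated with NPY near EC25 plus isoproterenol at EC100; 0% = vehicle plus submaximal agonist and 100% = vehicle plus saturating agonist; some results beyond the cut were filed as inactive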
# Wee1 degr inh: blocks degradation of human Wee1 kinase | reporter increase, % at 5 µM | HeLa Luc-Wee1K328M stability, luciferase luminescence; 100% = proteasome inhibitor MG132 effect | hit rate 1.2% among 220,000;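 active means activation above the mean of all tested compounds plus 3 SD, set per screening run, cut at about 8.8% in these data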;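 further: cells exposed to compound for 20 h before luminescence read; 0% = DMSO alone and 100% = MG132 at 30 µM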
# PERK inhibitor: blocks human PERK kinase | CHO PERK-DD fusion, SEAP luminescence translation reporter | inhibition, % at 5.6 µM | hit rate 0.17% among 220,000;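 active means inhibition above the mean inhibition of all tested compounds plus 3 SD, set separately per screening campaign, cut at about 2.9% in these data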;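 further: PERK kinase domain activated by AP20187 dimerizer at 100 nM; 0% = DMSO with dimerizer and 100% = rapamycin at 8.4 µM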
# Target sequence (Q9NZJ5 whole entry, looked up, the tested form may be a part): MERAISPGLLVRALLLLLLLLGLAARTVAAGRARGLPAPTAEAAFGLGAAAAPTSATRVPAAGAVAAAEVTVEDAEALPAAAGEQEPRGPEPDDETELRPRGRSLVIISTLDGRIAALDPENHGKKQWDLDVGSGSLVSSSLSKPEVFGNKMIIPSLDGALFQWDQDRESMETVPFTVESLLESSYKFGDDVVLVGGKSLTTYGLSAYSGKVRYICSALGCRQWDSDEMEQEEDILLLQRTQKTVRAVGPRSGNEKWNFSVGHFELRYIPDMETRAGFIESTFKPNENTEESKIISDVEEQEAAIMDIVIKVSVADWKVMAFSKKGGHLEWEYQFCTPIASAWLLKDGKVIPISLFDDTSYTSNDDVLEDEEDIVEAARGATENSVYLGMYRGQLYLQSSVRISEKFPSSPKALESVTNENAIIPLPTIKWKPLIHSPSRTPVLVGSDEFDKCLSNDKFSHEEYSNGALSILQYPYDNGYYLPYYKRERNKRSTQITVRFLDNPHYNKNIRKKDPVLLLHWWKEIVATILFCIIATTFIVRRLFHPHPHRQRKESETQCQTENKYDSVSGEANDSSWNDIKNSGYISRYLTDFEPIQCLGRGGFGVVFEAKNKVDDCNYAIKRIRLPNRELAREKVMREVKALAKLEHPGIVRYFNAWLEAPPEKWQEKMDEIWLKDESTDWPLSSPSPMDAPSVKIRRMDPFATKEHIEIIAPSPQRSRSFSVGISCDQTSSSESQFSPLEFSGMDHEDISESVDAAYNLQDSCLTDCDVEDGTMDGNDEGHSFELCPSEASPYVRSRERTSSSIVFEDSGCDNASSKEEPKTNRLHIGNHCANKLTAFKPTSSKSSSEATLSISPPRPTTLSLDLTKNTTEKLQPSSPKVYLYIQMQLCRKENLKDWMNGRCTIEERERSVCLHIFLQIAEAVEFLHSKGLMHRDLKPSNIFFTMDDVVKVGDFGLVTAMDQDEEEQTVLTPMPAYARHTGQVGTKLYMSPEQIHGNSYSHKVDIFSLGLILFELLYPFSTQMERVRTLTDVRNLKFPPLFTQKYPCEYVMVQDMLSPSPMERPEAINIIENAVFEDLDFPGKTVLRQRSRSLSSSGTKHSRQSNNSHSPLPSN
# The depositor's hits bear a star; / = not tested or not shown; [ ] = another dose, or the depositor's remark.
SMILES,eIF4E-4G inh,S1P4 antag,S1P4 ag,Ba/F3 V617F tox,Mdm2 ligase inh,BaF3 parental,NPY-Y2 PAM-ag,Wee1 degr inh,PERK inhibitor
CCC(C)NC(=O)c1ccccc1SC (stereo not drawn),-4.2,7.8,0.4,-4.8,-30.2,3.0,-2.4,0.5,1.6
COc1cccc(/C(O)=C2/C(=O)C(=O)N(c3cc(C)on3)C2c2cccs2)c1 (stereo not drawn),8.3,-18.0,-0.7,-0.1,-23.8,3.3,-0.3,1.5,1.6
COc1cc(/C=N\NC(=O)C2COc3ccccc3O2)cc(OC)c1O (stereo not drawn),1.6,-9.9,2.2,3.4,6.8,-2.4,-7.5,-0.2,-0.7
CC(C)C(=O)NC(NCC1CCCO1)C(Cl)(Cl)Cl (stereo not drawn),-5.1,-1.9,0.1,0.7,-7.5,0.9,3.1,-2.1,0.8
CC1Cc2ccccc2N1C(=O)CSc1nnc2c(n1)[nH]c1ccccc12 (stereo not drawn),0.6,-5.5,-0.1,0.9,-12.1,5.9,13.2,-0.9,-0.2
O=C(c1ccco1)N1CCN(c2ncnc3scc(-c4cccs4)c23)CC1,1.1,1.6,2.3,-0.1,1.4,4.3,22.0,-1.7,-1.1
O=C1CS/C(=N/N=C/c2ccccc2OS(=O)(=O)c2ccccc2)N1,2.6,-7.4,0.6,0.8,-15.0,7.6,10.2,-0.5,1.6
COc1cc(CCC(=O)OCC(=O)Nc2ncc(Cl)cc2Cl)cc(OC)c1OC,1.5,-1.8,-0.9,-2.5,-2.3,5.7,-4.9,0.4,0.4
CCC1(CC)C(=O)N=C2c3ccccc3C(=O)N21,1.4[fluorescence artefact?],-3.8,-0.8,2.6,-15.2,8.2,8.0,-0.5,-0.6
COc1cccc(NC(=O)CN2C(=O)C(c3ccc(C)cc3)=NC23CCCCCC3)c1,0.0[fluorescence artefact?],-0.3,2.3,1.6,-10.3,6.2,-1.3,6.3,1.0
Cc1c(C(=O)NCc2cccnc2)sc2ncn(CC(=O)N3CCCCC3C)c(=O)c12 (stereo not drawn),-1.8,-18.7,-2.1,-2.7,-13.5,3.2,-3.7,-0.4,0.3
CCCn1c(=O)c2ccccc2n2c(SCC(=O)c3ccccc3)nnc12,-2.8,5.3,1.6,0.3,-18.1,8.7,-4.0,0.6,-0.6
COc1cc(NS(=O)(=O)c2ccc(NC(=S)NC(=O)/C=C/c3ccco3)cc2)ncn1,3.3,-13.2,-2.1,3.8,-11.5,9.2,0.2,1.6,0.0
Cc1ccc(C2=NN(CCC(=O)NCCC(C)C)C(=O)CC2)cc1,-1.8,-3.5,1.1,2.1,-12.6,3.6,0.5,-0.1,-0.5
O=C(COC(=O)CCC(=O)c1cccs1)Nc1cccc(S(=O)(=O)N2CCOCC2)c1,-7.6,-7.5,-1.3,5.5,-14.9,3.8,-14.6,-1.4,-0.4
CCC(=O)NC(=S)Nc1cccc(-c2nc3ncccc3o2)c1,0.9[fluorescence artefact?],-4.3,-0.9,2.4,5.5,1.8,-2.4,0.7,0.5
CCOc1ccc(-c2nnc3sc(-c4ccccc4OC)nn23)cc1,/,-1.1,3.9,-6.7,/,2.5,4.7,1.5,2.2
CCCCOc1ccc(C(O)C(CN2CCOCC2)c2ccccc2)cc1 (stereo not drawn),-2.7,1.9,-1.8,-1.6,-3.1,-2.8,-22.7,1.6,-1.4
CCC(=O)Nc1ccccc1N1CCN(S(C)(=O)=O)CC1,5.0,-61.1,0.9,0.8,-10.7,5.2,2.7,-0.1,1.2
CCOC(=O)C1CCN(C(=O)C2(NC(=O)NC3CCCCC3)CCCCC2)CC1,0.6,15.5,-0.5,-1.7,-11.6,1.0,7.8,-0.7,-0.1
COc1ccc(CNC(=O)/C=C/c2ccco2)cc1OC,-0.5,-7.4,-1.5,2.9,-2.0,5.7,-9.4,-1.3,0.3
CC1CN(C(=O)C(C)Sc2nc3ccccc3s2)CC(C)O1 (stereo not drawn),-1.6[fluorescence artefact?],0.8,-1.6,-2.1,-15.0,1.9,-1.0,-4.0,-0.2
c1ccc2c(c1)NCCS2,5.8,-6.8,1.6,2.7,-9.4,10.3,-5.7,0.1,0.7
CNC(=S)Nc1cc(C)ccc1OC(F)F,1.5,-9.4,0.0,-1.1,-3.6,1.8,-10.5,2.0,-0.1
O=C(CC1C(=O)NCCN1Cc1c(F)cccc1Cl)NC1CCCC1 (stereo not drawn),-1.1,-12.9,-0.9,-2.4,-6.3,-2.4,-16.0,-1.1,0.1
COc1cc(CNC23CC4CC(CC(C4)C2)C3)ccc1OCc1ccccc1,4.3,0.6,-2.6,3.5,-21.8,13.8,2.8,0.6,0.2
COC(=O)c1ccccc1NC(=O)CN(C)Cc1ccccc1,5.3,-2.8,1.4,0.5,-7.0,4.8,10.6,-2.8,0.3
CCOC(=O)C1(CCCCCCOc2ccc(Cl)cc2)CO1 (stereo not drawn),4.0,7.2,0.1,3.0,/,-2.0,-7.2,4.8,0.7
CC1=CC(C)(C)N(S(=O)(=O)c2ccc(F)cc2)c2ccccc21,3.9,6.4,1.7,-0.2,4.6,2.2,12.0,0.5,0.1
CCOC(=O)N1CCN(C(=S)NC(=O)c2ccnn2C)CC1,0.5,0.0,-0.5,-0.4,-7.0,8.3,11.0,-0.1,1.2
CCN1CCN(c2nc(Nc3cccc(C)c3)nc(N)c2[N+](=O)[O-])CC1,1.7,-28.4,2.1,-5.2,21.1,0.2,-4.4,2.5,-0.3
CC/C(O)=C(/C#N)c1nnc2n1CCCCC2,1.9,-5.5,-0.4,-0.6,-3.4,1.0,-3.6,-0.3,1.2
CCCCc1ccc(NC(=O)c2cnccn2)cc1,-0.7,-7.4,2.2,-0.2,-61.8,2.3,-0.5,-2.9,0.6
O=C(NC1(C(F)(F)F)C(=O)Nc2c1c(=O)[nH]c(=O)n2Cc1ccco1)C1CC1 (stereo not drawn),0.8[fluorescence artefact?],-13.9,-2.3,-0.3,-3.0,4.8,0.0,-4.0,0.7
CC1=NN(c2ccccc2)C(=O)C1N=Nc1ccccc1 (stereo not drawn),-0.5,-15.6,-1.4,4.2,-10.8,6.4,9.1,3.0,0.2
O=C(CCCc1c[nH]c2ccccc12)N1CCN(S(=O)(=O)c2cccs2)CC1,2.5,-6.7,-1.0,-0.3,-18.6,6.9,9.9,0.2,-1.0
NC(=NCCc1ccccc1)NS(=O)(=O)c1cccs1,2.0,-3.9,-0.2,6.2,0.5,11.5,-3.1,0.4,0.0
CCC1CCCCN1C(=S)NC(=O)c1cc(S(=O)(=O)N2CCOCC2)ccc1C (stereo not drawn),-3.0,-9.1,1.1,5.7,-1.1,-1.0,5.3,6.9,-1.0
CC1=C(C(=O)c2ccccc2)C(c2cccc([N+](=O)[O-])c2)NC(=S)N1 (stereo not drawn),-2.6,-11.9,1.6,7.2,-6.1,10.2,5.3,0.6,-0.1
COc1ccc(NC(=O)Nc2cnccn2)cc1,-0.5,-9.2,1.0,0.9,-4.0,-0.4,-7.0,2.9,0.9
COc1ccc(CCNC(=O)C2CCCN2S(=O)(=O)c2ccc(F)cc2)cc1OC (stereo not drawn),2.2,14.1,-0.1,2.5,-10.6,6.9,-19.0,0.3,-0.2
CCc1cccc(NC(=O)C(NC(=O)C2CCCCC2)C(C)C)c1 (stereo not drawn),2.0,-23.0,0.6,1.7,4.9,5.5,-9.4,0.3,0.8
C(=C\c1nnc2c3ccccc3ncn12)/c1ccccc1,1.8,-3.6,1.9,81.9*,-33.8,69.0*,-17.0,12.2*,-0.9
COCCn1nnnc1C(C(C)C)N1CCC(Cc2ccccc2)CC1 (stereo not drawn),11.4,7.0,-2.5,1.3,-11.9,4.2,-23.2,-1.0,-0.6
Cc1cc(C)cc(Oc2ccc(-c3nnc(-c4ccccc4)o3)cc2[N+](=O)[O-])c1,5.5,-9.9,0.7,0.8,-12.8,6.4,21.0,0.2,1.5
Cc1cc(Br)cc2c1NC(=O)C2(c1c(C)n(C)n(-c2ccccc2)c1=O)c1c(C)n(C)n(-c2ccccc2)c1=O,-1.7,7.2,2.0,-0.9,6.7,0.9,-7.3,-1.6,0.1
CCc1ccc(OCC(=O)NC(NC(=S)Nc2ccccc2OC)C(Cl)(Cl)Cl)cc1 (stereo not drawn),1.2,-21.6,0.6,2.1,-10.3,7.1,7.2,-0.4,0.0
COc1cc2[nH]c(=S)n(Cc3ccc(C)o3)c(=O)c2cc1OC,1.1,-5.4,0.3,-3.3,0.0,-1.5,-4.2,3.1,0.2
COC(=O)c1cn(Cc2ccccn2)c(=O)c2ccccc12,2.4,-12.8,1.0,-2.5,2.4,-2.9,9.4,1.3,1.1
CCC(C)(C)NC(=O)c1cc(C(=O)OC)cc([N+](=O)[O-])c1,3.3,-5.2,-0.4,-4.8,-9.7,0.7,9.9,-2.6,-0.3

# Sorted by the number under S1P4 antag (low to high): some entries from above.
compound	S1P4 antag
COC(=O)c1cn(Cc2ccccn2)c(=O)c2ccccc12	-12.8
Cc1cc(C)cc(Oc2ccc(-c3nnc(-c4ccccc4)o3)cc2[N+](=O)[O-])c1	-9.9
C(=C\c1nnc2c3ccccc3ncn12)/c1ccccc1	-3.6
COCCn1nnnc1C(C(C)C)N1CCC(Cc2ccccc2)CC1 (stereo not drawn)	7.0

# The list goes on.
SMILES,eIF4E-4G inh,S1P4 antag,S1P4 ag,Ba/F3 V617F tox,Mdm2 ligase inh,BaF3 parental,NPY-Y2 PAM-ag,Wee1 degr inh,PERK inhibitor
CN(c1ccccc1C(=O)Nc1cccnc1)S(C)(=O)=O,-1.2[fluorescence artefact?],-10.2,3.0,-0.2,-8.4,1.7,-5.1,-1.0,1.3
O=C(Nc1ccccc1)c1ccc(S(=O)(=O)NCc2ccco2)cc1,-0.2,-8.9,-0.9,-6.8,-1.3,0.4,8.2,0.7,0.7
Cc1ccc(C(=O)N/N=C/C=C/c2ccccc2)cc1,0.9,-10.1,0.4,1.0,-6.1,0.4,-20.8,3.8,-0.3
CC(C)(C)N(C=C(Cl)Cl)C(=O)NC1CCCCC1,-5.5,4.1,-1.8,-5.7,-18.1,-0.7,10.4,-1.7,1.4
Cc1cc(N2C(=O)C3C4CCC(C4)C3C2=O)no1 (stereo not drawn),2.3,-11.2,1.2,1.1,-4.4,0.5,3.1,0.7,0.5
CN1CCN(C2=CC3=CC(=C(C#N)C#N)CCC3CC2)CC1 (stereo not drawn),-0.3,-9.3,1.6,-3.2,-22.9,2.8,-0.5,0.9,0.4
CCCOc1ccc(Oc2nc(-c3ccncc3)nc3ccccc23)cc1,-0.1,1.7,-2.5,-4.0,-12.7,-6.7,-4.0,-1.6,2.0
O=C(COC(=O)CNC(=O)c1ccco1)Nc1ccc(F)cc1,-1.3,-2.7,2.0,-0.8,7.4,5.8,-11.6,0.5,0.4
Cc1cccc(NS(=O)(=O)c2ccc3c(c2)OCCO3)c1,-1.3,1.9,-1.6,-1.8,1.3,3.7,20.5,1.3,0.2
Cc1cc(NC(=O)c2cccc(S(=O)(=O)N3CCOCC3)c2)c2ccccc2n1,-6.6,-11.4,-0.4,-6.1,-10.9,3.5,0.2,0.6,0.5

# From PubChem
